High-throughput results: PubChem BioAssay, Vanderbilt High Throughput Screening Facility
GluA2 TARP mod = GluA2-stargazin AMPA receptor complex modulation | O88602+P19491 | HEK293 GluA2+stargazin, membrane potential dye (FDSS), glutamate EC50; hits were called plate by plate, in both directions | calls only at 30 µM | actives 3.5% (n = 40,000) | AID 1259245;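 active = any of four per-well response measures lying three or more SD from its plate-wide compound average, in either direction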
Target sequence (O88602 whole entry, looked up): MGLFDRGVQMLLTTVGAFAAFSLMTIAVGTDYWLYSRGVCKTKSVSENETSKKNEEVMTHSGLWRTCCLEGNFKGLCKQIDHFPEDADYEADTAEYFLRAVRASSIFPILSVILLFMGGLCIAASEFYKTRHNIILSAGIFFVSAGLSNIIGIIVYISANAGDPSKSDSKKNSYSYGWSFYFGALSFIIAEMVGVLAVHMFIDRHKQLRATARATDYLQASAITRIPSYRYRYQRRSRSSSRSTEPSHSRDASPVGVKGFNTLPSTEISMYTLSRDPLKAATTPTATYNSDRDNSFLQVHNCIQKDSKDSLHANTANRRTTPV
Target sequence (P19491 whole entry, looked up): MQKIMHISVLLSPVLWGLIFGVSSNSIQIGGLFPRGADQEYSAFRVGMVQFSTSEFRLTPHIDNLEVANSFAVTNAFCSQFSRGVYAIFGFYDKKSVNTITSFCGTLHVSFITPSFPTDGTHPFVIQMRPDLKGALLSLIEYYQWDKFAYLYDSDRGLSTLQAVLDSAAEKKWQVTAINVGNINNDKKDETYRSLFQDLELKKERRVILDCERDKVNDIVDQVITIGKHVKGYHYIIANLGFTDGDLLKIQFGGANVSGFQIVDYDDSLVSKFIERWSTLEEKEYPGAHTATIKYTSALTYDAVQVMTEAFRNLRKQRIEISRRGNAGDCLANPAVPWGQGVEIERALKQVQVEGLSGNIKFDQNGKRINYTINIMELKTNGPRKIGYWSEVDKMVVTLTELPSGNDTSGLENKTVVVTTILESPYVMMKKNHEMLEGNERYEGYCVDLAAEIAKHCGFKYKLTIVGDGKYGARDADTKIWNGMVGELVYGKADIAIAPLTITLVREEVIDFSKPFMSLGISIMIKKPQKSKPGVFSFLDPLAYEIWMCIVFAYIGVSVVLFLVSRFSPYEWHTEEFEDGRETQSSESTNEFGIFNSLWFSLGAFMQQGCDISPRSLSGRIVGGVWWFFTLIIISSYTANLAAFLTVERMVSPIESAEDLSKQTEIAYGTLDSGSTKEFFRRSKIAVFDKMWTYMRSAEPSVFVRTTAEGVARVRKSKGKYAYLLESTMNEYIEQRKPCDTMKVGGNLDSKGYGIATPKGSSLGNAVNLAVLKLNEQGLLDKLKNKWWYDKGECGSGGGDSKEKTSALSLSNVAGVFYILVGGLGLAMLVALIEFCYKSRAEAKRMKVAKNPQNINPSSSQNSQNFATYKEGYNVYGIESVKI
GluA2 TARP mod agonism max-min = recorded beside GluA2 TARP mod, whose call it bears; compound max-min signal; compound-alone response (agonism);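 unitless range of fluorescence divided by baseline over first 100 seconds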
GluA2 TARP mod glutamate slope = also measured in GluA2 TARP mod; calls as there; glutamate slope, % of max; measured here: glutamate response slope, % max;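 scaled per plate between vehicle wells and maximal 1 mM glutamate control wells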
* hit, by the source's call; i = inactive; + = active, no number. These rows are one share of the data, so the mix of outcomes need not match the whole.

| GluA2 TARP mod | GluA2 TARP mod agonism max-min | GluA2 TARP mod glutamate slope | Structure |
| --- | --- | --- | --- |
| i | 0.049 | 44 | O=C(Cc1ccccc1Cl)NCC1CCN(C(=O)c2ccccc2F)CC1 |
| i | 0.066 | 60 | Cc1cc(C)cc(N2C(=O)N(CC(=O)NCc3ccccc3)c3ccccc3S2(=O)=O)c1 |
| i | 0.13 | 54 | COc1cccc(C(=O)Nc2nnc(-c3ccc(OC)c(OC)c3)o2)c1 |
| i | 0.1 | 60 | O=C(c1cc2cc(Cl)cc(Cl)c2oc1=O)N1CCN(c2ccccc2F)CC1 |
| i | 0.14 | 72 | O=C(Nc1ccc2c(c1)OCO2)c1cc(N2C(=O)CCS2(=O)=O)ccc1Cl |
| i | 0.056 | 34 | CCOCC(=O)NCC1CCN(C(=O)c2cc3ccccc3o2)CC1 |
| i | 0.1 | 43 | COc1ccc(CCn2c(C)nc3c(c(=O)c4ccccc4n3C)c2=O)cc1OC |
| i | 0.17 | 50 | CS(=O)(=O)c1ccccc1C(=O)N1CCN(c2ncnc3c2nnn3-c2ccc(F)cc2)CC1 |
| i | 0.025 | 59 | COC(=O)c1ccccc1NC(=O)C12CCC(C1)C(C)(C)C2=O (stereo not given) |
| i | 0.09 | 49 | O=C(Nc1ccc(N2CCCCC2=O)cc1)c1ccc2c(c1)OCO2 |
| i | 0.09 | 54 | CCOc1ccccc1NC(=O)C(=O)NC(c1ccccc1)c1ccccc1 |
| i | 0.11 | 61 | CCOc1ccc(CCNc2nccn(-c3cc(C)cc(C)c3)c2=O)cc1OCC |
| i | 0.2 | 40 | CC(=O)c1cccc(NC(=O)Cc2csc(Nc3ccc(F)cc3)n2)c1 |
| i | 0.11 | 56 | O=C(Nc1ccc(-c2ccc(N3CCCC3)nn2)cc1)Nc1ccccc1F |
| i | 0.043 | 57 | Cc1ccc(NC(=O)C(=O)NCC2CCN(C3CCCC3)CC2)cc1Cl |

Continued; the last three above are carried over.
| GluA2 TARP mod | GluA2 TARP mod agonism max-min | GluA2 TARP mod glutamate slope | Structure |
| --- | --- | --- | --- |
| i | 0.2 | 40 | CC(=O)c1cccc(NC(=O)Cc2csc(Nc3ccc(F)cc3)n2)c1 |
| i | 0.11 | 56 | O=C(Nc1ccc(-c2ccc(N3CCCC3)nn2)cc1)Nc1ccccc1F |
| i | 0.043 | 57 | Cc1ccc(NC(=O)C(=O)NCC2CCN(C3CCCC3)CC2)cc1Cl |
| i | 0.038 | 54 | COC(=O)C(NC(=O)c1ccc(C)cc1)C12CC3CC(CC(C3)C1)C2 (stereo not given) |
| i | 0.034 | 54 | Cc1ccc(S(=O)(=O)ON2C(=O)c3ccccc3C2=O)c(C)c1 |
| i | 0.063 | 46 | COc1ccccc1OCC(O)CN1CCN(c2ccccc2F)CC1 (stereo not given) |
| i | 0.041 | 53 | Cc1cccc(-n2c(C)cn3c4c(=O)n(CC(N)=O)c(=O)n(C)c4nc23)c1C |
| i | 0.061 | 41 | CCn1nnc2c(N3CCN(C(=O)C4CC4)CC3)ncnc21 |
| i | 0.095 | 51 | Cc1nn(C2CCS(=O)(=O)C2)c2nc(-c3ccccc3)cc(C(=O)NCCCc3ccccc3)c12 (stereo not given) |
| i | 0.062 | 63 | CCOc1ccccc1C(=O)NCC(O)c1ccsc1 (stereo not given) |
| i | 0.09 | 64 | O=C(NCC(O)c1ccsc1)c1ccc(S(=O)(=O)N2CCCC2)cc1 (stereo not given) |
| i | 0.17 | 55 | Cc1cc(C)c(N(CC(O)COc2ccccc2)S(C)(=O)=O)c(C)c1 (stereo not given) |
| i | 0.076 | 55 | COc1cccc(CNC(=O)C(=O)NCC2COC3(CCCC3)O2)c1 (stereo not given) |
| i | 0.022 | 48 | CCCNC(=O)C(=O)Nc1c2c(nn1-c1ccc(Cl)cc1)CSC2 |
| i | 0.12 | 55 | NNC(=O)c1ccccc1NC(=O)C12CC3CC(CC(C3)C1)C2 |
| i | 0.11 | 57 | COc1ccc(SCCC(=O)Nc2nnc(-c3ccco3)o2)cc1 |
| i | 0.099 | 68 | Cc1ccc(OCC(O)Cn2c(N3CCC(C)CC3)nc3c2c(=O)n(C)c(=O)n3C)cc1C (stereo not given) |
| i | 0.053 | 94 | CN(C)C(CNC(=O)C(=O)NCc1ccc2c(c1)OCO2)c1ccccc1 (stereo not given) |
| i | 0.096 | 68 | Cn1ccnc1N1CCN(C(=O)c2ccc(S(=O)(=O)N3CCCC3)cc2)CC1 |
| + | 0.15* | 20* | O=C(CS(=O)(=O)c1ccc(Cl)s1)Nc1cccc(C(F)(F)F)c1 |
| i | 0.099 | 60 | COc1cc(C(=O)Nc2ccc(C)c(N3CCCCC3=O)c2)c([N+](=O)[O-])cc1OC |
| i | 0.064 | 51 | COC(=O)NC(C)c1nc2ccccc2n1Cc1ccccc1F (stereo not given) |
| i | 0.085 | 58 | CCCCOc1ccc(NC(=O)N2CCC(c3nnc(C(C)C)o3)CC2)cc1 |
| i | 0.064 | 60 | CC(C)(Oc1ccc(Cl)cc1)C(=O)N1CCC2(CC1)OCCN2S(=O)(=O)c1cccs1 |
| i | 0.1 | 64 | COc1nn(C)cc1-c1nnc(SCC(=O)c2ccccc2)n1C |
| i | 0.078 | 58 | Cc1cnc2c(c1SCC(=O)N1CCCC1)c(=O)n(C)c(=O)n2C |
| i | 0.027 | 25 | COc1ccccc1-c1ccc(N2CCN(C(=O)Cc3cccs3)CC2)nn1 |
| i | 0.059 | 41 | O=C(NCc1ccc2[nH]c3c(c2c1)CCCC3)NC1CCCCC1 |
| i | 0.1 | 58 | COc1ccc(C2CC(=O)N(CC(=O)NCC3CCCO3)c3ccccc3S2)cc1 (stereo not given) |
| i | 0.073 | 49 | COc1ccccc1NC(=O)Cn1cc(OC)c(=O)cc1CSc1ccc(Cl)cc1 |
| i | 0.1 | 71 | COc1ccc(S(=O)(=O)N2CCCOC2CNC(=O)C(=O)NCCN(C)C)cc1OC (stereo not given) |
| i | 0.12 | 60 | CCOc1cn(-c2ccc(F)cc2)nc1C(=O)Nc1cc(Cl)ccc1Cl |
| i | 0.12 | 56 | Cc1[nH]c(=O)[nH]c(=O)c1CC(=O)Nc1ccc(-n2cnnn2)cc1 |

Entries from the list above with a furan ring, fused or not (two):
| GluA2 TARP mod | GluA2 TARP mod agonism max-min | GluA2 TARP mod glutamate slope | Structure |
| --- | --- | --- | --- |
| i | 0.056 | 34 | CCOCC(=O)NCC1CCN(C(=O)c2cc3ccccc3o2)CC1 |
| i | 0.11 | 57 | COc1ccc(SCCC(=O)Nc2nnc(-c3ccco3)o2)cc1 |

Going on with the list:
| GluA2 TARP mod | GluA2 TARP mod agonism max-min | GluA2 TARP mod glutamate slope | Structure |
| --- | --- | --- | --- |
| i | 0.036 | 57 | CCOc1ccc2nc(N(CCN3CCOCC3)C(=O)c3cccc(SCC)c3)sc2c1 |
| i | 0.048 | 26 | Cc1nnsc1C(=O)N1CCC(CNC(=O)Cn2c(=O)oc3ccccc32)CC1 |
| i | 0.11 | 57 | O=C(CCc1csc(NC(=O)c2ccc(Cl)cc2)n1)Nc1nccs1 |
| i | 0.1 | 60 | CCCc1c(C(=O)NCCO)nnn1-c1ccc(Cl)cc1 |
| i | 0.081 | 46 | COc1ccc(S(=O)(=O)NCC2CCN(C3CCCC3)CC2)c(OC)c1 |
| i | 0.11 | 62 | COc1cccc(OC)c1C(=O)Nc1ccc(N2CCCCS2(=O)=O)cc1 |
| i | 0.06 | 55 | O=C(NCCn1ncc2c(N3CCN(c4ncccn4)CC3)ncnc21)c1c(F)cccc1Cl |
| i | 0.076 | 65 | FC(F)(F)c1cccc(CSc2cc(N3CCCC3)ncn2)c1 |
| i | 0.14 | 61 | Cc1cc(=O)[nH]c(O)c1C(=O)O |
| i | 0.087 | 44 | COc1ccc2c(CC(=O)NCC3CCCO3)cc(=O)oc2c1 (stereo not given) |
| i | 0.076 | 55 | Cc1ccccc1C(=O)Nc1ccc(N2CCCC2=O)c(C)c1 |
| i | 0.099 | 60 | Cc1ccc(S(=O)(=O)N(C)CC(=O)N2CCCC2)cc1 |

Reformatted with bars between the fields: entries from further up.
SMILES | GluA2 TARP mod | GluA2 TARP mod agonism max-min | GluA2 TARP mod glutamate slope
COc1cccc(OC)c1C(=O)Nc1ccc(N2CCCCS2(=O)=O)cc1 | i | 0.11 | 62
O=C(NCCn1ncc2c(N3CCN(c4ncccn4)CC3)ncnc21)c1c(F)cccc1Cl | i | 0.06 | 55
FC(F)(F)c1cccc(CSc2cc(N3CCCC3)ncn2)c1 | i | 0.076 | 65
Cc1cc(=O)[nH]c(O)c1C(=O)O | i | 0.14 | 61
COc1ccc2c(CC(=O)NCC3CCCO3)cc(=O)oc2c1 (stereo not given) | i | 0.087 | 44
